# Bioassay records: PubChem, several laboratories
# SKKanGAS inh = inhibitors of SKKanGAS S. pyogenes growth in kanamycin (SK-promoter or general growth effect); inhibition, % at 7.5 µM; 300,000 compounds, 1.3% hits; BacTiter-Glo, 6 h;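 active = mean replicate score, as percent of positive control median, at least 50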;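 note: strain carries kanamycin resistance gene driven by streptokinase promoter and grows in 40 µg/ml kanamycin; loss of luminescence reflects streptokinase promoter inhibition or plain growth inhibition; 0% = median of DMSO wells and 100% = positive control at its reference dose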
# KLF5 inh = inhibitors of KLF5 expression; DLD-1 KLF5 promoter-luciferase reporter, luminescence; inhibition, % at 5 µM; 290,000 compounds, 0.23% hits;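 active = inhibition above a per-plate limit of that plate's mean compound inhibition plus 3 SD, cut at about 60% in these data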;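 note: 0% = DMSO wells and 100% = LY294002 at 200 µM; higher means less KLF5 promoter-driven luciferase light; inactives centre near -14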
# TRPC4 PAM = allosterically enhances the mouse TRPC4 cation channel. HEK293 TRPC4beta/mu-opioid, DAMGO EC20, Fluo-4 Ca2+ flux; stronger effect = higher value. B-score at 10 µM. 310,000 compounds, 0.42% hits. AID 2227;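 active = B-score of calcium response area above 5 SD of library B-scores, with initial fluorescence ratio within 5 SD of library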;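 note: B-score of integrated fluorescence ratio over time as area under calcium response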
# TRPC6 inhibitor = mouse TRPC6 channel inhibition; Q61143; HEK293-TRPC6, membrane potential dye, ACh-evoked depolarization; stronger effect = lower value; B-score at 10 µM; 310,000 compounds, 1.1% hits; AID 2553;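 active = B-score under library mean minus 3 SD, initial fluorescence not abnormally high, positive integrated signal ratio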;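 note: B-score derived from integrated fluorescence ratio over the kinetic read; more negative B-score means stronger inhibition of depolarization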
# Target sequence (Q61143 whole entry, looked up): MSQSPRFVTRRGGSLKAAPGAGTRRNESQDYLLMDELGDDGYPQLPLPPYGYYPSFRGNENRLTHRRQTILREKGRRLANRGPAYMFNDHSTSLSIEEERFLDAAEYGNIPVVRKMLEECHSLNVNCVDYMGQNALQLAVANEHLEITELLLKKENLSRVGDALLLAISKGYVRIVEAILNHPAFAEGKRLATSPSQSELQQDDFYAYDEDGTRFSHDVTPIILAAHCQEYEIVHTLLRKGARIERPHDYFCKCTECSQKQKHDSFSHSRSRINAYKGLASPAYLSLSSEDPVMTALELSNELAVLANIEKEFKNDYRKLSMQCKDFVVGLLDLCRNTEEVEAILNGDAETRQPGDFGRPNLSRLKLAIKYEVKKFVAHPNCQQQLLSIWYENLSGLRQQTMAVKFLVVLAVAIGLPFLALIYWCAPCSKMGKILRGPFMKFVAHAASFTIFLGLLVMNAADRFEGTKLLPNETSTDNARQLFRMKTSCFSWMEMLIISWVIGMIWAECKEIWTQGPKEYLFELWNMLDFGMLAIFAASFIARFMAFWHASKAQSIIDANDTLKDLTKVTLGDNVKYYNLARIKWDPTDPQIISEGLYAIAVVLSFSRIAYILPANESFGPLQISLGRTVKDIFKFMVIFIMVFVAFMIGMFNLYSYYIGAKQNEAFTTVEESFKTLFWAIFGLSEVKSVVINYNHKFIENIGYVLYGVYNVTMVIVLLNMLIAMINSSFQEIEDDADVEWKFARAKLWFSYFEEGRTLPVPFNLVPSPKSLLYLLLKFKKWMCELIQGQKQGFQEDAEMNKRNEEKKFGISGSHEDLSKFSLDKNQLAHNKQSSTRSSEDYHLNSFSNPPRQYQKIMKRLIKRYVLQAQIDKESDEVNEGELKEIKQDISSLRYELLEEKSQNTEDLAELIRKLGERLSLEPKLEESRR
# TRPC6 activator = activators of mouse TRPC6 channel; HEK293-TRPC6 membrane potential dye fluorescence; stronger effect = higher value; AID 2550; B-score at 10 µM; Q61143; 310,000 compounds, 0.13% hits;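 active = B-score of the integrated fluorescence ratio above library mean plus 3 SD, and starting fluorescence ratio within library mean plus 5 SD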;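 note: higher score means more depolarization so channel activation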
# MrgX1 antagonist = antagonists of human MrgX1 receptor; Q96LB2; MRGX1-HEK293 calcium flux, Fluo-4, BAM8-22 antagonism; stronger effect = lower value; B-score at 10 µM; 310,000 compounds, 1.3% hits;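 active = calcium-response B-score plate-corrected more than 3 library SD below zero, starting fluorescence within 5 deviations, no agonist response on first addition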;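 note: peak minus trough fluorescence over baseline after final BAM8-22 challenge near maximal dose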
# HIF act = HIF pathway transcriptional activation; activation, % at 7.5 µM (by protocol); U2OS HRE-luciferase reporter, luminescence; normalized: DMSO 0%, desferrioxamine 100%; 300,000 compounds, 0.32% hits;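 active = mean activation of at least 10% of the iron chelator positive control signal, with at least half of replicates also reaching 10%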
# aSyn UTR inh = MLPCN primary screen, SNCA 5' untranslated region | alpha-synuclein 5'UTR reporter, inhibitor activity | inhibition, % (tested at 7.5 µM) | 300,000 compounds, 0.82% hits | AID 1813; in the data active = inhibition above about 60%;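 note: H4 neuroglioblastoma cells stably carrying SNCA 5'UTR luciferase fusion; 0% = DMSO wells and 100% = positive control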
# TRPC4 agonist = activators of mouse TRPC4 channel. 310,000 compounds, 0.49% hits. AID 2237. B-score at 10 µM. HEK293 TRPC4beta/mu-opioid, Fluo4 calcium fluorescence; stronger effect = higher value;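 active = B-score above 5 SD of library B-scores, and initial fluorescence ratio not above library mean plus 5 SD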;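 note: positive B-score marks a calcium rise read as TRPC4 activation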
#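 Assay system – TRPC4beta and mu-opioid receptor HEK293 stable cells · Measured by – Fluo4 fluorescence, kinetic · Schedule – dye loading 45 min room temperature, 110 s kinetic read · Read-out – B-scored integrated calcium fluorescence ratio · Controls – buffer and maximal DAMGO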
# TRPC4 inh = inhibitors of mouse TRPC4 channel; 300,000 compounds, 0.39% hits; B-score at 10 µM; Q9QUQ5; AID 2247; HEK293 TRPC4beta/mu-opioid, DAMGO-evoked Fluo4 calcium flux; stronger effect = lower value;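 active = B-score over 3 SD under the library average, no early fluorescence shift, positive overall ratio signal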
#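 Test system – stable TRPC4beta/mu-opioid receptor HEK293 cells · Probe or stimulus – DAMGO, a submaximal dose followed by a maximal one · Dosing – one concentration per compound · Signal – Fluo4 calcium fluorescence by kinetic imaging, 5 s 1 Hz baseline · Evaluation – per-well B score of integrated baseline-normalized Fluo4 ratio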
# IEC-6 cytotox = counter-screen for KLF5 inhibitors: cytotoxicity in IEC-6 cells | IEC-6 cytotoxicity, luminescence viability | inhibition, % at 5 µM | 290,000 compounds, 0.78% hits | AID 1825; in the data active = inhibition above about 22%;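 note: 0% = plate median of test compound wells and 100% = cytotoxic reference compound wells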
# * marks the source's active call; other numbers are inactive results; i = inactive; . = no result given.
SMILES,SKKanGAS inh,KLF5 inh,TRPC4 PAM,TRPC6 inhibitor,TRPC6 activator,MrgX1 antagonist,HIF act,aSyn UTR inh,TRPC4 agonist,TRPC4 inh,IEC-6 cytotox
CC(=O)Nc1ccc(OCC(O)Cn2cccn2)cc1 (stereo not drawn),-1,-18,i,i,i,i,-0.7,-7,i,i,0
CCOC(=O)Cn1c(=O)c(-c2ccccc2NC)nc2ccccc21,2,-5,i,i,i,i,-0.7,16,i,i,8
COc1cccc(-n2cnnn2)c1,6,-1,i,i,i,i,-0.2,16,i,i,2
COc1ccccc1CNCC(=O)Nc1ccc(N(C)C)cc1,-6,-80,i,i,i,i,-3.1,-58,i,i,-3
CC(=O)c1sc(C(=O)O)c(-c2ccco2)c1-c1ccco1,-4,-9,i,i,i,i,-0.3,-9,i,i,-29
C[C@H](NC(=O)c1nc[nH]c1C(=O)NCc1ccccc1)C(=O)OCc1ccccc1,10,-4,i,i,i,i,-3.8,9,i,i,-1
COC(=O)Cc1ccc(NC(=S)Nc2cccc(C)n2)cc1,-12,-32,i,i,i,i,-42,-9,i,i,1
CCCCN(CC)CCNC(=O)c1[nH]c(C)c(C(C)=O)c1C,5,-7,i,i,i,i,-0.2,-6,i,i,-2
Cc1cccc(C)c1OCc1n[nH]c(=S)n1-c1ccccc1,-3,-25,i,i,i,i,1.0,7,i,i,1
COCCCNC(=O)Cn1c(=O)n(CC(=O)N2CCCCC2)c(=O)c2sccc21,-4,1,i,i,i,i,0.1,4,i,i,-1
CCOC(=O)c1c(C)[nH]c(C)c1C(=O)CSc1nnnn1-c1ccccc1,5,-15,i,i,i,i,0.7,18,i,i,-5
C=CCc1cccc(C=Nc2cc(Br)ccc2O)c1O,0,-40,i,i,i,i,-0.5,-110,i,i,3
CCOc1ncccc1C(=O)N1CCN(S(=O)(=O)c2ccc(Br)cc2Cl)CC1,-6,-7,i,i,i,i,-0.4,-17,i,i,1
COc1ccc(C(=O)NCC(=O)OCC(=O)NC2CCCC2)cc1,-1,-3,i,i,i,i,-0.2,14,i,i,3
O=[N+]([O-])c1ccc(S(=O)(=O)Nc2nnc(C(F)(F)F)s2)cc1,12,-13,i,i,i,i,1.0,7,i,i,0
COc1ccc(S(=O)(=O)NC(CC(=O)NC2CCCC2)c2ccco2)cc1 (stereo not drawn),-1,-22,i,i,i,i,0.5,13,i,i,2
Cc1cccc(N/N=C(\C#N)S(=O)(=O)C(C)(C)C)c1,2,-4,i,i,i,i,1.1,9,i,i,-3
N#Cc1c(N)nc(-c2ccccc2)nc1-c1ccccc1,-9,6,i,i,i,i,-0.4,-18,i,i,-1
COc1ccc(-c2nc(SCc3ccccc3)n(S(C)(=O)=O)n2)cc1,0,-23,i,i,i,i,2.6,-40,i,i,-2
COc1ccc(N2C(S)=C(C#N)C(=O)NC2c2ccco2)cc1 (stereo not drawn),-8,3,i,i,i,i,0.5,4,i,i,-4
O=C(CN(Cc1ccccc1)S(=O)(=O)c1ccccc1)N/N=C/c1ccc2c(c1)OCO2,8,-7,i,i,i,i,-0.2,18,i,i,1
COc1ccc(/C=N/NC(=O)c2cc(-c3cccc(C)c3)nc3ccccc23)cc1O,8,.,i,i,i,i,2.5,8,i,i,.
CCCc1[nH]c(=O)c(C#N)c2c1CCCC2,0,-9,i,i,i,i,-0.3,6,i,i,0
NC(C(=O)O)C1CC(Cl)=NO1 (stereo not drawn),-2,-27,i,i,i,i,0.3,20,i,i,6
O=C(CN(C1CCCCC1)S(=O)(=O)c1ccc(Cl)cc1)NCCCO,0,-9,i,i,i,i,-0.1,16,i,i,6

# Next section:
SMILES,SKKanGAS inh,KLF5 inh,TRPC4 PAM,TRPC6 inhibitor,TRPC6 activator,MrgX1 antagonist,HIF act,aSyn UTR inh,TRPC4 agonist,TRPC4 inh,IEC-6 cytotox
Cc1[nH]n(-c2ncc(-c3ccccc3)s2)c(=O)c1C(c1ccc(Cl)cc1)C(C#N)C#N (stereo not drawn),61*,-36,i,i,i,-5.3*,-0.8,-16,i,i,4
Cc1cc(C)n(S(=O)(=O)c2ccc(C)c(C)c2)n1,-4,-34,i,i,i,i,-0.7,18,i,i,0
Cc1ccc(C(=O)N2CCN(c3ccc(NC(=O)c4cc(C)cc(C)c4)cc3)CC2)cc1,4,4,i,i,i,i,0.3,14,i,i,0
Cn1c(=O)oc2cc(S(=O)(=O)N3CCN(C(=O)c4ccco4)CC3)ccc21,-10,9,i,i,i,i,0.0,-8,i,i,-2
O=C(CO/N=C/c1ccc(Cl)cc1Cl)NNC(=O)c1cccc(Cl)c1,3,-17,i,i,i,i,0.1,0,i,i,-6
O=C1CNC(=O)/C1=C\c1ccc(O)cc1,-1,1,i,i,i,i,-0.4,5,i,i,-4
Cc1noc(NS(=O)(=O)c2ccc(NC(=O)COc3ccc(Cl)cc3Cl)cc2)c1C,18,-7,i,-5.8*,i,i,-0.2,7,i,i,0
CCc1c(C)sc(NC(=S)Nc2nc(C)cc(C)n2)c1C(=O)OC,33,19,i,i,i,i,1.4,-98,i,i,2
COc1ccc(-n2c(C)cc(/C=C3/SC(=O)N(CC(=O)N4CCOCC4)C3=O)c2C)cc1,6,-34,i,i,i,i,3.4,-41,i,i,2
Cc1ccc(OCC(=O)N(Cc2ccc(N(C)C)cc2)C2CCS(=O)(=O)C2)cc1C (stereo not drawn),3,-1,i,i,i,i,0.2,6,i,i,-1
COc1ccc(C(=O)Oc2ccc(/C=N/NC(=O)c3ccccc3OC)cc2[N+](=O)[O-])cc1,1,-1,i,i,i,i,-0.5,25,i,i,0
O=C(N/N=C/c1cc2c(cc1[N+](=O)[O-])OCO2)c1cccnc1,1,-41,i,i,i,i,-0.3,4,i,i,-6
O=C(Cn1nnc(-c2ccccc2)n1)NNC(=O)c1cccc([N+](=O)[O-])c1,1,-14,i,i,i,i,-0.4,-5,i,i,-10
CC(C)(C)OC(=O)NCCCC[C@H](NC(=O)c1nc[nH]c1C(=O)N[C@@H](CCCCNC(=O)OC(C)(C)C)C(=O)OC(C)(C)C)C(=O)OC(C)(C)C,17,.,i,i,i,i,2.3,35,i,i,.
O=C(Oc1ccc2ccccc2c1Cl)N1CCCC1,-3,-166,i,i,i,i,6.3,-79,i,i,6
CCCc1nc2oc3ccccc3c(=O)c2c(=O)n1-c1ccc(C)cc1,35,-63,i,i,i,i,5.1,-84,i,i,10
CC(C)CNC(=O)COC(=O)CCC(=O)c1ccc(Cl)cc1,-5,-28,i,i,i,i,-0.6,1,i,i,2
O=C(NC1CCCCC1)C(c1ccc(F)cc1)N(Cc1ccco1)C(=O)Cn1nnc2ccccc21 (stereo not drawn),6,-19,i,i,i,i,0.0,12,i,i,2
COCCCNC(=O)CNC(=O)c1nn(-c2ccc(OC)cc2OC)c(=O)c2ccccc12,2,-11,i,i,i,i,-0.3,-2,i,i,4
N#Cc1c(-c2ccccc2)cc(-c2ccccc2)nc1SCCC(=O)O,33,-17,i,i,i,i,-6.4,-16,i,i,0
Cc1ccc([N+](=O)[O-])cc1NC(=O)C[n+]1ccccc1,7,-11,i,i,i,i,-0.9,13,i,i,-4
CCOc1ccc(NC(=O)C2Cc3ccccc3CN2S(=O)(=O)CC)cc1 (stereo not drawn),-7,-31,i,i,i,i,1.6,-17,i,i,1
O=C(NCCc1ccc(Cl)cc1)C1CCC(=O)N1Cc1ccc(F)cc1 (stereo not drawn),-4,-10,i,i,i,i,-0.2,29,i,i,-4
CN(C(=O)COC(=O)c1cc2c(s1)CCCCC2)C1CCS(=O)(=O)C1 (stereo not drawn),2,-57,i,i,i,i,0.0,2,i,i,0
CC(=O)C(Cc1ccccc1)NC(=O)CN(C)Cc1ccccc1Cl (stereo not drawn),-1,-1,i,i,i,i,0.4,-5,i,i,3

# The last three compounds of the section above come first, to join the parts.
SMILES,SKKanGAS inh,KLF5 inh,TRPC4 PAM,TRPC6 inhibitor,TRPC6 activator,MrgX1 antagonist,HIF act,aSyn UTR inh,TRPC4 agonist,TRPC4 inh,IEC-6 cytotox
O=C(NCCc1ccc(Cl)cc1)C1CCC(=O)N1Cc1ccc(F)cc1 (stereo not drawn),-4,-10,i,i,i,i,-0.2,29,i,i,-4
CN(C(=O)COC(=O)c1cc2c(s1)CCCCC2)C1CCS(=O)(=O)C1 (stereo not drawn),2,-57,i,i,i,i,0.0,2,i,i,0
CC(=O)C(Cc1ccccc1)NC(=O)CN(C)Cc1ccccc1Cl (stereo not drawn),-1,-1,i,i,i,i,0.4,-5,i,i,3
Cc1cc(C(=O)NC(C)CCc2ccccc2)ccc1[N+](=O)[O-] (stereo not drawn),-4,-36,i,i,i,i,-1.8,5,i,i,-6
COc1ccc(Nc2nnc(-c3ccccc3)c3ccccc23)cc1C(=O)N1CCCCC1,-4,-39,i,i,i,i,0.0,2,i,i,-5
O=C(NCCc1ccc(F)cc1)NC12CC3CC(CC(C3)C1)C2,0,-191,i,i,i,i,3.2,-117,i,i,0
OCCn1c(CSc2nc3ccccc3n2CCO)nc2ccccc21,5,4,i,i,i,i,-0.3,-12,i,i,6
S=c1[nH]nc(CN2CCCC2)n1Cc1ccccc1,1,-4,i,i,i,i,-0.8,6,i,i,-1
CCC(NC(=O)COc1ccc([N+](=O)[O-])cc1)c1ccccc1 (stereo not drawn),-4,-2,i,i,i,i,-0.2,-15,i,i,0
Cc1ccc(-n2nnnc2CS(=O)(=O)c2ccccc2)c(C)c1,-1,-16,i,i,i,i,0.1,-12,i,i,10
Cc1onc(-c2c(F)cccc2Cl)c1C(=O)OCC(=O)NC(N)=O,-2,-10,i,i,i,i,-0.5,16,i,i,-1
CCN(CC1CCCO1)C(=O)c1cc(COc2ccc(OC)cc2Cl)on1 (stereo not drawn),-4,-13,i,i,i,i,1.3,-16,i,i,-6
Cc1ccc(NC(=O)c2ccc(Cn3cc(Br)cn3)o2)cc1,-22,-6,i,i,i,i,0.8,-30,i,i,4
Cc1ccc2c(c1)C(c1ccccc1)N(C(=O)c1ccccc1)CC(=O)N2 (stereo not drawn),0,-30,i,i,i,i,0.0,0,i,i,-7
CCOC(=O)N1CCN(CC(O)c2c[nH]c3ccccc23)CC1 (stereo not drawn),-3,3,i,i,i,i,-0.2,1,i,i,-1
O=C(Cn1c(=O)oc2ccccc21)Nc1n[nH]c(=S)s1,-4,-19,i,i,i,i,-0.2,1,i,i,-9
Cc1coc2cc3oc(=O)c(CCC(=O)N4CCC(C(=O)O)(c5ccccc5)CC4)c(C)c3cc12,7,-24,i,i,i,i,0.1,-17,i,i,5
